# Screening data from PubChem.
# Eya2 phos inh: blocks the phosphatase activity of human Eya2. recombinant Eya2, OMFP fluorescence dephosphorylation (OMFP is methylfluorescein phosphate). Potency, µM (series often up to 76.9 µM), without a hit: top-dose activity, negative = inhibition, actives largely listed as inhibitors. 330,000 compounds, 0.006% hits. AID 488837; further: potency means the concentration at half of the fitted maximal effect; on the % scale 0 is the no-effect control and ±100 the full control effect
#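 Eya2 (0.2 uM) preincubated 10 min at ambient with compound, then OMFP substrate added at 50 uM; 10 min reaction in 50 mM HEPES pH 7.5, 50 mM NaCl, 5 uM MgCl2, 0.05% BSA, 1 mM DTT. Fluorescence read at Ex 485/Em 525 nm.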
# ASM inhibitor: human S-ASM enzyme inhibition; P17405; placental ASM, HMU-PC fluorogenic substrate, 60 min; Potency, µM (titrated, usually from 57.5 µM), for the others: top-dose activity change, negative = inhibition, usual class: inhibitors; 340,000 compounds, 0.006% hits; AID 504937; further: potency means the concentration at half of the fitted maximal effect
# Target sequence (P17405 47-631 limits assumed): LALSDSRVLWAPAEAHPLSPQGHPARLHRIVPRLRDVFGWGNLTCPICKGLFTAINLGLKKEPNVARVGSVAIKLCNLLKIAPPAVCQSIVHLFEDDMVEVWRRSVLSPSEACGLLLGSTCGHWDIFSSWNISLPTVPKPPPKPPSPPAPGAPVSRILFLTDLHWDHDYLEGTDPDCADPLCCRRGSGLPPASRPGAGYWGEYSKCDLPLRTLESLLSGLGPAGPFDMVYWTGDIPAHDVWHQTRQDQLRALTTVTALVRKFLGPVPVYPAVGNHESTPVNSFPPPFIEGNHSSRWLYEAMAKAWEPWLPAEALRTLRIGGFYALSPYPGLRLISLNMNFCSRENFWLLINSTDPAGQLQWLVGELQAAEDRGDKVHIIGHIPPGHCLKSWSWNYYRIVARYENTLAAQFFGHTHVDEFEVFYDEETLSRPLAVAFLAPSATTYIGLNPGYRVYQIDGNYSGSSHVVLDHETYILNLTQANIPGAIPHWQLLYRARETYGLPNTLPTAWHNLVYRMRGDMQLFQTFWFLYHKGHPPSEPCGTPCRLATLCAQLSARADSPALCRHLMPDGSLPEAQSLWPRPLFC
#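 Fluorogenic HMU-PC substrate (9 uM final) is turned over by placental ASM in 60 min at 37 C after a 10 min compound preincubation. Reaction ended by alkaline stop (pH 10), with fluorescence read at 386/447 nm.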
# Mito fusion act: mitochondrial division inhibition or fusion activation; AID 485298; Potency, µM (series often up to 46.1 µM), without a hit: at the top dose growth rescue (activation), most hits filed as activators; S. cerevisiae fusion-defective mutant growth rescue, CellTiterGlo 48 h; 320,000 compounds, 0.23% hits;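 further: potency means the concentration at half of the fitted maximal effect; % of control where 0% means no effect; nearly all actives have a fitted effect of over 45% in size; temperature-sensitive fusion mutants such as fzo1-1 at 37 °C on non-fermentable ethanol glycerol medium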
#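 S. cerevisiae fusion-defective temperature-sensitive mutants (e.g. fzo1-1, mgm1-5) grown 48 h at 37C in YPEG (ethanol/glycerol non-fermentable) medium with 23 nl compound per well; growth rescue read as CellTiterGlo luminescence.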
# Menin-MLL TR inh: inhibitors of human menin-MLL interaction, mutant MLL peptide; Potency, µM (series often up to 61.6 µM), for the others: top-dose FP activity change, negative = inhibition, usual class: inhibitors; Menin + Texas Red MLL mutant peptide, fluorescence polarization; AID 1768; 270,000 compounds, 0.23% hits; O00255; active means well fitted inhibition curve with a large enough effect in the polarisation, with a control signal flat, not every such curve was filed as active; inconclusive means small, poorly fitted or top-dose-only effect, or effect the other way, or a change in a side signal; inactive means no such curve, though single readings can be large or run the other way; the % refers to the polarisation; further: potency means the concentration at half of the fitted maximal effect; % of control where 0% means no effect; many of its hits are not listed in these tables
# USP2a inh: USP2a (human) protease inhibition; O75604; USP2 core, Ub-CHOP2 coupled fluorogenic reporter, 485/531; Potency, µM (series often up to 38.3 µM), for the others: at the highest dose activity change, negative = inhibition, usual class: inhibitors; 330,000 compounds, 0.01% hits; AID 463254;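 further: potency means the concentration at half of the fitted maximal effect; plate controls were DMSO wells for no effect and full inhibition by NEM control for full effect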
#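 USP2 core (10nM final) preincubated 30min RT with compound in 20mM Tris-HCl pH 8.0, 2mM CaCl2, 2mM beta-mercaptoethanol, 0.05% CHAPS; 25nM Ub-CHOP2 plus 25nM reporter substrate added, fluorescence (Ex485/Em531) read after 60min.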
# TSHR antagonist: human thyrotropin receptor antagonism | P16473 | TSHR-expressing cells, TSH-stimulated cAMP HTRF, 2 h; hits give low values | activity change, negative = inhibition, % at 11.5 µM | 330,000 compounds, 0.2% hits;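 active means activity change below a set negative limit, meaning inhibition stronger than a set level, cut at about -70% in these data; inconclusive means activity change between two set negative limits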; further: on the % scale 0 is the no-effect control and ±100 the full control effect
#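 Read-out is FRET at 665 nm (cryptate excitation 337 nm) from a cryptate-tagged anti-cAMP antibody, competed by cell cAMP against cAMP-d2. Compounds are tested on freshly harvested TSHR cells challenged with 4nM TSH (EC80) for 2 hours at 37 deg C.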
# KCNH2 WT inh: inhibitors of human wildtype KCNH2 potassium channel; activity change, % at 1.84 µM; 340,000 compounds, 0.37% hits; U2OS, BacMam KCNH2, thallium flux FluxOr; hits give low values; Q12809;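 active means maximum activity change below -70%; inconclusive means maximum activity change between -70% and -50%; inactive means maximum activity change above -50%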; further: on the % scale 0 is the no-effect control and ±100 the full control effect
#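 U2OS cells were transduced with wild-type KCNH2 virus (2.03 x 10^8 / mL) for 4 h at room temperature, then cultured overnight at 37 C. Thallium flux was read with FluxOr dye. Rate constants were normalized to DMSO controls.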
# PKM2 activator: increases activity of human pyruvate kinase M2; P14618; purified PKM2, Kinase-Glo ATP luminescence, activation; response scale: 0% is enzyme alone, no compound; Potency, µM (titrated, usually from 57.5 µM), without a hit: at the highest dose activation, usual class: activators; 260,000 compounds, 0.34% hits; AID 1631; further: potency means the concentration at half of the fitted maximal effect; on the % scale 0 is the no-effect control and ±100 the full control effect; nearly all actives have a fitted effect of over 55% in size
#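 Kinase-Glo luminescence reports ATP generated from ADP (0.1 mM) and PEP (0.5 mM) by purified hPK-M2 after 1 h at room temperature, pH 7.2 imidazole buffer; intermediate enzyme activity allows detecting inhibitors and activators.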
# BCR signal inh: blocks chronic active B-cell receptor signaling. ABC-DLBCL IkBa-CBG/CBR reporter, luminescence ratio, 4 h. Potency, µM (top dose mostly 46.1 µM), inactives show at the highest dose ratio change, negative = lower green/red ratio, hits mostly inhibitors. 340,000 compounds, 0.05% hits. AID 493014; active means well fitted inhibition curve with a large enough effect in the signal ratio, with a control signal flat, not every such curve was filed as active; inconclusive means small, poorly fitted or top-dose-only effect, or effect the other way, or a change in a side signal; the % refers to the signal ratio;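 further: potency means the concentration at half of the fitted maximal effect; plate controls were basal doxycycline-induced cells for no effect and cells given 10 µM MG132 for full effect; MG132 reads +100%, hits lower the ratio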
#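 TMD8 human ABC-DLBCL cells with doxycycline-inducible IκBα–green luciferase fusion and unfused red luciferase, in 0.5% FBS medium; compounds up to 46 uM, 4 h at 37C. Green/red luminescence ratio, filter-overlap corrected, fitted to concentration-response curves.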
# MBNL1-CUG inh: MBNL1-poly(CUG) RNA binding inhibition; Q9NR56; TR-FRET MBNL1-His/biotin-(CUG)12 binding, 665/545 ratio; Potency, µM (titrated, usually from 57.5 µM), without a hit: at the top dose activity change, negative = inhibition, usual class: inhibitors; 280,000 compounds, 0.036% hits; active means well fitted inhibition curve with a large enough effect in the signal ratio, with a control signal flat, not every such curve was filed as active; inconclusive means small, poorly fitted or top-dose-only effect, or effect the other way, or a change in a side signal; inactive means no such curve, though single readings can be large or run the other way; the % refers to the signal ratio; further: potency means the concentration at half of the fitted maximal effect; on the % scale 0 is the no-effect control and ±100 the full control effect
# Target sequence (Q9NR56 whole entry, looked up): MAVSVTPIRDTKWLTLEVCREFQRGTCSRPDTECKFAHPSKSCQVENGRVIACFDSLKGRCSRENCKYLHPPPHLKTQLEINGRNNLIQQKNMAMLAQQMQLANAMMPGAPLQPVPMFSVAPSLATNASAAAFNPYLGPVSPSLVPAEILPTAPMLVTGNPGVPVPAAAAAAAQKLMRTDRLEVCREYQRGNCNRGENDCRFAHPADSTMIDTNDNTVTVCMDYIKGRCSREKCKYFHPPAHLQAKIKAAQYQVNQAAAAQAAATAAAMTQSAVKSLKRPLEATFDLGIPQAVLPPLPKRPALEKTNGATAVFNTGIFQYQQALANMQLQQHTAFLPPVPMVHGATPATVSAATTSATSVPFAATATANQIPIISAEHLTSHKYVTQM
#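 TR-FRET readout: Ex 340 nm, 665/545 nm emission ratio, normalized to buffer-only (basal) and MBNL1-(CUG)12 controls. Complex of MBNL1-His with Biotin-(CUG)12, compounds 92 nM–58 uM, incubated 60 min at room temperature.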
# GALK inhibitor: inhibitors of human galactokinase | Potency, µM (titrated, usually from 57.5 µM), for the others: top-dose activity change, negative = inhibition, actives largely listed as inhibitors | AID 1868 | 270,000 compounds, 0.007% hits | Purified GALK, Kinase-Glo residual ATP luminescence; further: potency means the concentration at half of the fitted maximal effect; on the % scale 0 is the no-effect control and ±100 the full control effect
#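 5 nM enzyme, 35 uM ATP, 100 uM galactose, 20 mM HEPES pH8.0, 5 mM MgCl2; 1 h RT; residual ATP by Kinase-Glo Plus luminescence, qHTS format.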
# * marks the source's active call; other numbers are inactive results; ? = inconclusive; · = no result given; [ ] = another dose, or the depositor's remark. Unless noted, the call rests on the fitted dose curve; in most records, active means well fitted curve in the direction sought with a large enough effect; inconclusive means small, poorly fitted or top-dose-only effect, or another doubt; inactive means no such curve, though single readings can be large; an effect the other way counts as inactive or inconclusive. Only part of the results is shown (hit frequency here may not be typical).
SMILES,Eya2 phos inh,ASM inhibitor,Mito fusion act,Menin-MLL TR inh,USP2a inh,TSHR antagonist,KCNH2 WT inh,PKM2 activator,BCR signal inh,MBNL1-CUG inh,GALK inhibitor
Cn1c(CC(=O)NNC(=O)c2ccc(F)cc2Cl)nc2ccccc21,-10%,8%,-2%,·,2%,4,0,·,-4%,·,·
Cc1cccc(C)c1-n1c(C)cc(/C=N/NC(=O)CSc2ncccn2)c1C,-4%,?,1%,4%,-7%,7,-5,-13%,-10%,·,-1%
CCOC(=O)C1Cc2ccccc2C(=O)O1 (configuration not stated),7%,-2%,-4%,-1%,-1%,-3,-4,-4%,-1%,-3%,5%
COc1ccc(NC(=O)C2CCCN2S(=O)(=O)c2cccc3cccnc23)c(OC)c1 (configuration not stated),3%,-2%,-30%,5%,5%,9,-3,-7%,?,-1%,-2%
CCOc1ccc(NC(=O)CN(C)C(=O)c2ccc(-c3ccc(C(C)=O)cc3)o2)cc1OCC,-9%,·,6%,·,-3%,-12,-1,·,-17%,·,·
CNC(=O)COC(=O)c1cc2c(s1)CCCC2,3%,4%,3%,-15%,0%,3,14,0%,2%,2%,5%
O=C(NCCc1ccc(Cl)cc1)c1ccc2nccnc2c1,5%,-5%,3%,·,0%,-13,4,0%,?,?,-2%
COc1cc(/C=C2/C(=N)N3C(=NC2=O)SN=C3S(=O)(=O)C(C)C)ccc1OS(=O)(=O)c1ccccc1,13%,·,-14%,?,0%,5,·,·,17%,-3%,?
COC(=O)Cn1c2ccccc2c2nc(=O)cc(C)n21,7%,2%,0%,-20%,0%,1,-16,-7%,-10%,-7%,-1%
COc1ccc(C2c3c(noc3C)CC(C)(O)C2C(C)=O)cc1 (configuration not stated),7%,-8%,2%,·,5%,4,0,1%,16%,-8%,0%
c1nc(N2CCOCC2)c2c3c(sc2n1)CCCC3,-21%,9%,9%,4%,-1%,-11,-1,8%,-11%,-1%,-1%
Cc1cccc(C(=O)NCC(=O)NCC(c2ccco2)N2CCCCC2)c1 (configuration not stated),3%,4%,1%,·,0%,-6,-15,·,8%,·,·
COc1cc(/C=C(\C#N)C(=O)NCC2CCCO2)ccc1O (configuration not stated),0%,-2%,-7%,-1%,2%,2,-4,-1%,0%,·,0%
C[C@H](CO)N1C[C@H](C)[C@H](CN(C)C(=O)Nc2ccc(F)cc2)Oc2ccc(NC(=O)NC3CCCCC3)cc2CC1=O,0%,-3%,·,·,2%,2,6,·,?,·,·
CCN(CC(=O)NCc1ccc(Cl)cc1)C(=O)c1cc(S(=O)(=O)N2CCOCC2)ccc1C,1%,-1%,·,·,2%,7,49,·,2%,·,·
CN(C)c1ccc(/C=C2\SC(N3CCCCC3)=NC2=O)cc1,16%,-2%,-5%,-15%,5%,6,7,-5%,?,?,-1%
COc1cc(CNC(C)(C)CO)ccc1OCC(=O)Nc1ccc(Br)cc1,2%,-1%,0%,13%,2%,-1,14,3%,4%,-17%,·
CC(C)CCC1(CCNC(C)c2cccs2)CCOC(C)(C)C1 (configuration not stated),-16%,-3%,-4%,?,7%,12,7,-9%,?,3%,1%
CCOc1cc(/C=C(/C#N)c2nc3ccccc3[nH]2)ccc1Oc1ccc([N+](=O)[O-])cn1,-27%,125%[activator],0%,35%[activator],1%,-7,4,-8%,?,3%,1%
O=C(NCc1ccc(Cl)cc1)c1ccc(COCC(F)(F)F)o1,0%,-2%,0%,8%,2%,-12,2,-1%,?,-1%,-1%
CC(CNC(=O)Cn1ccc(NC(=O)OCc2ccccc2)nc1=O)c1ccccc1 (configuration not stated),3%,-1%,-2%,·,-1%,-5,·,·,1%,·,·
COc1cccc(-c2nn3c(-c4cc(C)[nH]n4)nnc3s2)c1,-1%,-2%,-4%,-5%[11.7 µM],4%,-11,0,2%,-3%,-4%,0%
COc1cccc(C2/C(=C(/O)c3ccc(F)cc3)C(=O)C(=O)N2CCN(C)C)c1 (configuration not stated),0%,0%,-5%,6%,-1%,0,-4,-4%,0%,9%,5%
Nc1cc(N)nc(SCc2cc(=O)oc3cc4c(cc23)CCC4)n1,-13%,-8%,4%,25%,0%,-12,-13,-1%,-25%,8%,0%
O=C(Nc1ccccc1Cl)c1cccc(NC(=O)C2C3CC4OC(=O)C2C4C3)c1 (configuration not stated),-18%,1%,-1%,11%,-5%,5,0,2%,17%,2%,2%
CN(C)S(=O)(=O)N1CCCC(C(=O)c2ccc(-c3ccccc3)cc2)C1 (configuration not stated),-3%,-5%,-8%,6%,5%,-5,2,-5%,-6%,-9%,4%
CC(=O)c1cccc(NC(=O)C(OC(=O)c2ccccc2NS(=O)(=O)c2cccs2)c2ccccc2)c1 (configuration not stated),-6%,-2%,-4%,?,-11%,?,-6,1%,?,0%,·
CC(Nc1nc(N2CCNCC2)nc2ccccc12)c1ccccc1 (configuration not stated),-10%,15%,-5%[9.22 µM],-29%,0%,-12,12,·,-9%,-7%,-6%
CC12CCC(c3nnc(SCC(=O)Nc4cccc5ccccc45)nc31)C2(C)C (configuration not stated),3%,-4%,11%,-10%,3%,7,-2,-1%,2%,16%,-3%
Cc1ccn2cc(CC(=O)O)nc2c1,5%,4%,0%,29%,1%,-6,16,-2%,0%,-4%,-2%
COc1ccc(CN(C)CC(=O)Nc2cccc(S(=O)(=O)N3CCCC3)c2)cc1F,-13%,1%,·,·,0%,·,24,·,?,·,·
C=CCC(=O)NC(C)c1cnn(-c2ccccc2C)c1C (configuration not stated),-7%,0%,2%,-8%,1%,6,-3,-7%,-6%,-13%,16%
CCC(C)[C@H](NC(=O)NCCCc1ccccc1)C(=O)OC (some centres not stated),-3%,4%,-1%,9%,0%,9,-6,-1%,2%,-3%,0%
O=C(C1CCCC1)N1CCCC(Nc2ccccc2)C1 (configuration not stated),-8%,5%,2%,·,3%,-3,-8,3%,11%,-10%,-3%
COc1ccc(S(=O)(=O)N(C)C2(C)CCS(=O)(=O)C2)cc1OC (configuration not stated),19%,5%,-1%,·,-2%,5,-4,·,-5%,·,·
Fc1ccc(CNCC2CCCO2)cc1 (configuration not stated),-13%,4%,0%,2%,1%,2,-12,-7%,1%,-4%,1%
CN1C(=O)NC2C1N(S(C)(=O)=O)CCN2S(C)(=O)=O (configuration not stated),14%[15.4 µM],5%,1%,-4%,2%,12,9,87%,1%,-12%,0%
CCCN(Cc1ccccc1)C(=S)Nc1ccc(SC(F)F)cc1,-9%,-3%,-1%,28%,5%,-3,11,2%,17%,-3%,-2%
CCOc1cc(C2C(C(=O)c3ccc(C)cc3)=C(C(=O)OC)Nc3nnnn32)ccc1O (configuration not stated),3%,12%,0%,13%,0%,6,-3,0%,12%,-1%,1%
CC(=O)c1sc2nc(SCC(=O)NCCc3ccccc3)[nH]c(=O)c2c1C,-3%,64%[activator],-5%,·,-1%,5,10,0%,2%,103%[activator],1%
COc1cccc(C(C(=O)NC2CCCCC2)N(C(=O)c2csnn2)C2CC2)c1 (configuration not stated),-9%,-2%,5%,3%,1%,-7,-1,0%,3%,-4%,0%
Cc1cc2nnc(SCC(=O)N3CCN(c4ccccc4)CC3)n2c(N)n1,-6%,-1%,1%,5%,3%,10,-1,0%,1%,-2%,-4%
COc1ccc([N+](=O)[O-])cc1NC(=O)COC(=O)C1CC1,-3%,3%,4%,25%,1%,4,5,-4%,-10%,?,0%
